Rtt109 Vps75: inhibitors of Candida albicans Rtt109/Vps75 histone acetyltransferase | Q5AAJ8 | purified Rtt109/Vps75, ThioGlo CoA-SH fluorescence, 4 h | inhibition, % at 34.9 µM | 330,000 tested, 0.16% active;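 active means inhibition of at least 50% in every replicate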
MITF TRPM1 HTS: activators of MITF-driven TRPM1 promoter activity in SK-MEL-5 cells. SK-MEL-5 TRPM1-promoter luciferase, 24 h; % of positive control, neutral wells = 0. activation, % at 12.5 µM. 300,000 tested, 0.75% active;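 active means mean activation of at least 80% with every replicate also reaching 80%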;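 further: 0% = neutral control wells and 100% = parthenolide positive control wells; values of inactives mirror those of a sister screen read the other way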
PfHsp90 set2: growth inhibition of yeast expressing Plasmodium Hsp90. S. cerevisiae expressing PfHsp90, BacTiter-Glo ATP, 48 h; yeast lacking PDR1 and PDR3 efflux regulators. inhibition, % at 9.4 µM. 310,000 tested, 0.32% active;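 active means every replicate shows inhibition above about 80%, whatever the replicate mean, limit read from the data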;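 further: 0% = DMSO neutral controls and 100% = 20 µM radicicol positive controls; yeast relying on Plasmodium falciparum Hsp90 in place of its own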
CAL PDZ FP-1: inhibitors of human CAL PDZ peptide binding; inhibition, % at 20 µM; AID 504414; Q9HD26; 330,000 tested, 0.02% active; purified CAL PDZ, TMR-peptide fluorescence polarization, 1 h;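 active means highest replicate inhibition of at least 40%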;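 further: plate controls were DMSO neutral control wells for no effect and unlabeled competitor peptide control wells for full effect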
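Control set: unlabelled peptide and DMSO controls / Material: purified CerCALP PDZ construct / Timing: 1 h incubation at room temperature before polarization reading / Doses: 20 µM, one dose / Detection: fluorescence polarization (mP)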
CAL PDZ FP-2: inhibitors of human CAL PDZ peptide binding; purified CAL PDZ, TMR-peptide fluorescence polarization, 1 h; inhibition, % at 24.9 µM; 300,000 tested, 0.92% active; AID 602252;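 active means mean inhibition of at least 30% with at least half of replicates also reaching 30%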;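 further: 0% = DMSO neutral control and 100% = excess unlabeled competitor peptide PRC23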
SR-BI DiI-HDL act: enhances SR-BI lipid uptake from DiI-HDL; 320,000 tested, 0.096% active; AID 504775; activation, % at 12.5 µM; CHO ldlA[mSR-BI] cells, DiI-HDL uptake fluorescence, 3 h; 100 = double the neutral-control signal;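 active means mean replicate activation of at least 60% and every replicate at or above 60%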;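 further: 0% = median plate neutral-control signal and 100% = twice that signal; values of inactives mirror those of a sister screen read the other way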
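Material: SR-BI-overexpressing, LDLR-lacking CHO cells; schedule: compound exposure 3 h, 37 °C; reagent: DiI-labelled HDL at 10 µg/mL final; technique: bottom-read fluorescence, 550/595 nm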
PvdQ inh: P. aeruginosa PvdQ acylase inhibition; AID 488965; inhibition, % at 10 µM; purified PvdQ acylase, fluorescence plate reader; 340,000 tested, 0.063% active; in the data active means inhibition above about 30%, passing the limit was not always enough;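 further: 0% = vehicle neutral wells and 100% = reference inhibitor wells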
SR-BI DiI inh: blocks mouse SR-BI lipid uptake from DiI-HDL; ldlA[mSR-BI] CHO cells, DiI-HDL uptake fluorescence, 3 h; AID 488896; inhibition, % at 12.5 µM; Q61009; 320,000 tested, 0.96% active;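 active means mean replicate inhibition of at least 70% and a set share of replicates each scoring 70 or more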;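 further: 0% = median of neutral control wells and 100% = median of positive control wells; values of inactives mirror those of a sister screen read the other way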
Target sequence (Q61009 whole entry, looked up): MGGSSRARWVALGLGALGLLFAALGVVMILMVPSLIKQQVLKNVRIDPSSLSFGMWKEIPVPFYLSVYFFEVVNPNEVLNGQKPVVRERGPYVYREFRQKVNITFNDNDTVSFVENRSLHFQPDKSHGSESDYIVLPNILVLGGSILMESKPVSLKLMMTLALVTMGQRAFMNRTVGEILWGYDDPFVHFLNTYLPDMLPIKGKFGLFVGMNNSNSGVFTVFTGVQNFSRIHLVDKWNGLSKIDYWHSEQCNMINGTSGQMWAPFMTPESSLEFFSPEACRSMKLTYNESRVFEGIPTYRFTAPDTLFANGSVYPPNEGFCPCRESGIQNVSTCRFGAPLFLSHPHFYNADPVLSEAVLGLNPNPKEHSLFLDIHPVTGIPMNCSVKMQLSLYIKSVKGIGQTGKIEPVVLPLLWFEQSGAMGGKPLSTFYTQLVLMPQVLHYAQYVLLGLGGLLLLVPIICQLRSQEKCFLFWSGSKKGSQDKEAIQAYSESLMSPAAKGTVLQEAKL
NSD2 HMT inh: blocks human histone methyltransferase NSD2; O96028; NSD2 peptide methylation, AlphaScreen, 120 min; inhibition, % at 12.5 µM; 310,000 tested, 0.54% active; AID 743445; in the data active means inhibition above about 50%
dFosB activator: mouse delta FosB homodimer activation; P13346; purified delta FosB, TAMRA-CDK5 oligo fluorescence polarization; percent of positive-control signal above neutral wells; activation, % at 25 µM; 340,000 tested, 0.99% active; AID 493131;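 active means mean activation above about 17%, with every replicate also reaching it, limit read from the data, passing the limit was not always enough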;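 further: fluorescence polarization rise as delta FosB binds a TAMRA Cdk5 AP-1 oligo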
Target sequence (P13346 whole entry, looked up): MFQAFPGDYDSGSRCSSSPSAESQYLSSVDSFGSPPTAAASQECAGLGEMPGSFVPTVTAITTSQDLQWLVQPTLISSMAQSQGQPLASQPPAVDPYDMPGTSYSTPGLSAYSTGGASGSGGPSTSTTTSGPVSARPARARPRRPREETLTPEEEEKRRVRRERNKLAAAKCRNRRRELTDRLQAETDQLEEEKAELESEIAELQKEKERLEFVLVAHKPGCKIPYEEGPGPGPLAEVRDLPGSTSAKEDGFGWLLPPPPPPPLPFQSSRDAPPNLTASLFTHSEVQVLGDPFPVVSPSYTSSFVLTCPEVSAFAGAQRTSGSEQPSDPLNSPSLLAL
Numbers without * were called inactive; nt = no result given; & = joins results of further samples. Rows are unselected (roughly 4.3% active in at least one column).

SMILES	Rtt109 Vps75	MITF TRPM1 HTS	PfHsp90 set2	CAL PDZ FP-1	CAL PDZ FP-2	SR-BI DiI-HDL act	PvdQ inh	SR-BI DiI inh	NSD2 HMT inh	dFosB activator
COc1ccc(/C=C/C(=O)Nc2nc(N)n(-c3ccccc3)n2)cc1	-2	-10	-20	-1.0	-5	17	-8	-17	-1	4
CCOC(=O)N1CCN(C(=O)COc2cc(C)c(Cl)c(C)c2)CC1	4	1	0	-0.2	nt	-26	-13	26	-3	-9
COc1ccc(C(=O)CN2C(=O)NC3(CCCc4ccccc43)C2=O)cc1OC (stereo unspecified)	nt	nt	nt	-1.3	-1	8	-5	-8	-1	-7
N#Cc1ccc(C(=O)OCC(=O)Nc2ccc(S(N)(=O)=O)cc2)cc1	-3	-6	26	0.8	0	6	-23	-6	6	-3
[O-][n+]1ccccc1SC/C=C/c1ccccc1	-8	13	12	0.2	-6	24	-13	-24	-2	3
CC(C)c1ccc(OCC(=O)N2CCc3ccccc3C2)cc1	-5	nt	-1	-0.2	-2	-38	-4	38	-1	-6
CCOC(=O)N1CCc2c(sc(NC(C)=O)c2C(N)=O)C1	1	-2	8	0.5	0	0	-8	0	nt	-2
COc1cc(C2C=C(Nc3ccccc3)C(=O)N2c2ccccc2)ccc1O (stereo unspecified)	5	8	14	-0.2	0	-7	3	7	1	-1
O=C(N/N=C/c1cccs1)c1ccc2c(c1)OCO2	-6	28	-20	-1.7	-1	12	-1	-12	0	-11
CCCCCCCN1C/C=C\C(c2ccc(OC)cc2)N(Cc2ccc(F)cc2)C(=O)[C@H]1Cc1ccccc1 (stereo partly specified)	4	4	38	0.5	3	8	2	-8	nt	3
CC(=O)Nc1ccc(NC(=O)C(C)OC(=O)c2ccccc2NS(=O)(=O)c2cccs2)cc1 (stereo unspecified)	6	1	-34	-7.1	-8	-26	-7	26	-1	-20
CNC(=O)C1CCN(S(=O)(=O)c2c(C)noc2/C=C/N(C)C)CC1	-2	4	9	-0.4	-5	7	-11	-7	-2	-2
COc1cc(/C=C/C(=O)O)cc(S(=O)(=O)N2CCN(S(=O)(=O)c3ccc(Cl)cc3)CC2)c1OC	-5	8	-1	0.0	-1	nt	0	nt	-2	-5
CCn1c(SCC(=O)Nc2c(C)n(C)n(-c3ccccc3)c2=O)nc2c1c(=O)n(C)c(=O)n2C	-5	-3	-24	-0.9	4	22	-9	-22	-2	-1
COc1cc(C(c2c(O)nc(SC)[nH]c2=O)c2c(O)nc(SC)[nH]c2=O)cc(OC)c1OC	-9	1	-29	-9.0	nt	4	-14	-4	4	-3
COc1ccc(COC(=O)C2=C(C)NC(=O)NC2c2cc(Br)c(O)c(OC)c2)cc1 (stereo unspecified)	2	nt	3	-1.2	-5	17	-6	-17	0	0
CCCN1CNC(=S)N(c2ccccc2OC)C1	-1	3	0	-1.1	0	7	-3	-7	-2	6
O=C(CCCC(=O)Nc1cccnc1)Nc1cccnc1	12	3	-38	-1.0	-2	-5	-17	5	-8	2
Cc1nc(NCCc2ccccc2)c2oc3ccccc3c2n1	11	nt	49	-2.7	-1	2	-15	-2	-1	-35
N#CC(c1ccccc1)c1cccc(Cl)n1 (stereo unspecified)	1	1	13	0.5	2	4	103*	-4	1	0
Cc1cnc(C(=O)Nc2nnc(C(C)C)s2)cn1	-15	nt	nt	nt	-2	21	6	-21	-1	-4
CCOC(=O)CSc1ncnc2c1cnn2-c1ccc(C)cc1	-6	-4	-7	-0.5	-2	5	-13	-5	-1	-4
O=C(C1COc2ccccc2O1)N1CCN(c2ccccc2)CC1 (stereo unspecified)	nt	7	-27	-2.3	-3	-1	1	1	3	5
C=C(C)CN1C(=O)C2(OCCO2)c2ccccc21	-3	-5	4	-0.6	nt	6	-19	-6	2	7
Cc1ccccc1OCC(O)Cn1c(NCc2ccccc2)nc2c1c(=O)[nH]c(=O)n2C (stereo unspecified)	-7	11	8	0.0	-17	-14	0	14	-1	1
Cc1ccc(S(=O)(=O)N(Cc2ccc(F)cc2)C(=O)N2CCN(C)CC2)cc1	3	5	-1	0.7	nt	20	-9	-20	-3	-4
Cc1ccc(S(=O)(=O)N2CCN(C(=O)C(C)Cn3nc(C)c(C)c3C)CC2)cc1 (stereo unspecified)	-1	-6	-20	0.3	-1	17	-11	-17	47	3
CCCc1nc2sc3c(SCC(=O)NCc4ccco4)ncnc3c2c2c1CCC2	5	8	0	-2.8	20	1	-17	-1	0	-34
COc1cccc(C(=O)Oc2c(Br)cc(Br)cc2/C=N/NC(=O)c2cc(C)[nH]n2)c1	3	-38	-27	-4.2	3	-103	-8	103*	nt	6
O=C(O)c1cccc2c1C(=O)c1ccc(-c3ccc(OC(F)(F)F)cc3)cc1S2(=O)=O	-7	2	-35	-0.3	-3	20	-4	-20	nt	-3
CCCc1nnc(NC(=O)CCC(=O)N2CCCCC2)s1	-11	1	15	-2.0	-6	8	-11	-8	-4	4
CC(C)c1ccc(NC(=O)CCC(=O)NCc2ccco2)cc1	-5	2	-1	0.4	3	33	-2	-33	5	-5
CCN(CC)CCNC(=O)CCn1c(=S)[nH]c2cc3c(cc2c1=O)OCO3	19	-4	14	-0.4	-11	-8	-7	8	6	0
O=C(NCC(c1cccs1)N1CCOCC1)c1cn(-c2ccccc2)nc1-c1ccc(Cl)cc1 (stereo unspecified)	2	3	-24	-0.9	1	-36	-3	36	0	-8
Brc1ccc2ncnc(NCc3ccco3)c2c1	1	4	-12	-4.1	-3	-10	8	10	-5	-6
COc1ccccc1CNS(=O)(=O)CC12CCC(CC1=O)C2(C)C (stereo unspecified)	-10	2	-57	-3.1	-3	3	-14	-3	1	3

Entries listed so far shown as hits in PvdQ inh.
Structure	Rtt109 Vps75	MITF TRPM1 HTS	CAL PDZ FP-1	CAL PDZ FP-2	SR-BI DiI-HDL act	PvdQ inh	SR-BI DiI inh	NSD2 HMT inh	dFosB activator
N#CC(c1ccccc1)c1cccc(Cl)n1 (stereo unspecified)	1	1	0.5	2	4	103*	-4	1	0

(listing goes on)
SMILES	Rtt109 Vps75	MITF TRPM1 HTS	PfHsp90 set2	CAL PDZ FP-1	CAL PDZ FP-2	SR-BI DiI-HDL act	PvdQ inh	SR-BI DiI inh	NSD2 HMT inh	dFosB activator
Cc1cc2c(NCc3ccccc3)ncnc2s1	0	-7	2	-2.1	nt	-9	12	9	-1	-4
CCOC(=O)C(C)C(C)=O (stereo unspecified)	-10	-2	-36	-1.8	-1	-14	-5	14	nt	4
Cn1cnc([N+](=O)[O-])c1SCC(=O)NN	13	-3	-1	-1.7	-3	nt	4	nt	-3	1
Cc1cc(Cl)c(C)c(S(=O)(=O)Oc2ccccc2NC(=O)CCC(=O)O)c1Cl	19	0	23	0.1	0	-8	7	8	nt	5
CCCCn1c(N)c(N(CC(C)C)C(=O)C2=NN(c3cc(C)ccc3C)C(=O)CC2)c(=O)[nH]c1=O	13	4	nt	-2.2	-1	8	4	-8	1	-14
Cc1nc(N)nc(-c2ccccc2O)n1	12	8	6	-0.6	-2	nt	-12	-11	1	-3
COc1ccc(-c2noc(CN(C)C(=O)c3ccco3)n2)cc1	-5	nt	0	-2.9	-2	nt	-9	nt	0	-1
COc1ccc(OC)c(NC(=S)NCCCN2CCOCC2)c1	1	-8	6	-0.6	1	20	12	-20	1	3
CC(=O)Nc1ccc(C2C(=O)c3ccccc3C2=O)cc1	2	nt	-16	0.6	-7	8	13	-8	-1	-11
Cc1cc(C)nc(SCCn2c(N(C)Cc3ccccc3)nc3c2c(=O)n(C)c(=O)n3C)n1	-3	2	11	nt	4	32	-14	-32	3	-10
Cc1ccc(SCCC(=O)NCc2ccco2)cc1	1	12	13	-0.2	-5	4	0	-4	0	-2
CN(C(=S)Nc1ccc(Oc2ccccc2)cc1)c1ccc(O)cc1	1	-11	4	-0.2	3	-13	-7	13	0	-2
COc1ccc(NS(=O)(=O)c2cc(C)ccc2NC(=O)c2cc(C)oc2C)cc1	0	-39	7	-0.5	1	-36	-5	36	0	-17
O=C(CCS(=O)(=O)c1ccc(Cl)cc1)Nc1nc(-c2ccncc2)cs1	-5	-15	-21	-4.5	-3	0	-4	0	1	1
COc1cc(OC)cc(C(=O)NC(=S)Nc2ccc3c4c(cccc24)CC3)c1	5	9	nt	-3.0	-1	2	-20	-2	2	-12
Cc1cn2c(N)c(/C=C3\C=Nc4ccccc43)c(=O)nc2s1	-6	nt	-3	-0.5	0	nt	-15	nt	0	19*
C=CCNC(=O)c1oc2ccc(S(=O)(=O)N3CCCCC3)cc2c1C	0	3	-19	-1.3	-5	-27	1	27	-8	-7
CCn1c(SCc2nc3ccccc3[nH]2)nnc1-c1cnccn1	-5	15	-41	-0.6	-2	8	0	-8	-1	-1
C[n+]1ccccc1Nc1cc([N+](=O)[O-])ccc1N	11	nt	8	0.0	nt	-13	-6	13	4	-9
CCC(CC)NC(=O)COn1nnc2ccc(S(=O)(=O)N3CCOCC3)cc21	0	6	-11	0.0	0	-8	-10	8	-1	6
O=C(c1ccccc1)N1CCN(CC(O)Cn2ccc3ccccc32)CC1 (stereo unspecified)	1	-2	2	-0.6	-3	nt	-2	nt	-2	-6
C=CCc1cccc2cc(NC(C)=O)c(=O)oc12	-1	7	-23	-1.9	-6	-20	-13	20	-7	-13
CCOC(=O)C1=C(C)NC(C)=C(C(=O)OCC)C1C(=O)OCC(=O)NCc1ccc(F)cc1	-8	-18	2	-1.0	nt	-15	-12	15	-5	-11
COc1ccccc1NC(=O)CC1SC(=N)N(c2ccccc2)C1=O (stereo unspecified)	2	-12	nt	-1.1	-2	-66	8	66	-3	-8
O=C(NCc1ccccc1Cl)c1cc2c(s1)CS(=O)(=O)C2	2	9	-19	-1.1	2	-16	-6	16	5	-12
CC(C)c1ccc(/C=N/NC(=O)c2cc(-c3cccc([N+](=O)[O-])c3)n[nH]2)cc1	16	nt	-11	0.5	nt	-6	10	6	-4	-2
CCc1ccc(NC(=O)N(CCOC)C2CCN(C(C)=O)CC2)cc1	4	-2	14	-1.5	-2	-14	8	14	0	0
COC(=O)c1ccc2c(c1)C(C)(C)C(/C=C/c1ccc(OC)c(OC)c1OC)=[N+]2C	4	-100	3	-0.4	-4	-105	0	105*	-2	18*
COc1ccc(CNC(=O)C(C#N)c2nc3ccccc3nc2N2CCN(C)CC2)cc1 (stereo unspecified)	7	2	6	-2.0	1	0	-17	0	-1	2
CC(NC(=O)c1ccco1)c1nc(-c2ccccc2)no1 (stereo unspecified)	2	8	-10	-2.2	-4	-5	-9	5	0	0
CCOC(=O)C1=C(C)Nc2sc(C(=O)c3ccc(OC)cc3)c(N)c2C1c1ccc(C(=O)OC)cc1 (stereo unspecified)	1	-1	9	0.1	-7	21	-7	-21	-4&-1	-10
CC/C(C)=N\NC(=O)CNC(=O)c1ccc(Cl)cc1Cl	-6	3	18	-2.8	0	-9	0	9	-1	-6

Screening data from PubChem.
